Source: PubChem
M. tuberculosis: growth inhibition of non-replicating M. tuberculosis (AID 488890); inhibition, % at 25 µM; hits with a dose series show IC50 in µM; hit rate 0.39% among 320,000; Mycobacterium tuberculosis non-replicating, growth inhibition; higher % means a stronger effect; in the data active means a potency from the dose series; inconclusive means inhibition mostly from about 82% at the one dose, without a potency; inactive means the rest, 99 in 100 with inhibition below about 76%;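 further: plate controls were DMSO cells for no effect and high antibiotic wells for full effect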
inhibitors of VEEV: inhibitors of VEEV TC-83 cytopathic effect, confirmation, Vero cells (AID 588727); Vero cells, VEEV TC-83 cytopathic effect inhibition; higher % means a stronger effect; one-dose inhibition, % at 20 µM; IC50 in µM for titrated hits; hit rate 0.13% among 350,000; in the data active means a potency from the dose series; inconclusive means inhibition mostly from about 14% at the one dose, without a potency; inactive means the rest, 99 in 100 with inhibition below about 12%; further: strong numbers were not always called active
H1N1 NS1A inhibition: H1N1 influenza NS1A inhibitors, functional cell based assay (AID 504329); NS1A functional cell-based assay, percent inhibition; higher % means a stronger effect; hit rate 0.3% among 340,000; inhibition, % at 12.5 µM; hits with a dose series show IC50 in µM; in the data active means a potency from the dose series; inconclusive means inhibition above about 27% without an active follow-up result; further: strong numbers were not always called active
M. tuberculosis HTS: M. tuberculosis growth inhibition, HTS (AID 449762) | inhibition, % at 25 µM, or IC50 in µM where a hit was titrated | M. tuberculosis H37Rv growth inhibition, 7H9 media; higher % means a stronger effect | hit rate 0.59% among 330,000; in the data active means a potency from the dose series; inconclusive means inhibition above about 70% without an active follow-up result;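 further: bacterial growth assessed after seven days of incubation; strong numbers were not always called active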
Salmonella PhoP GFP: PhoP regulon inhibitors, Salmonella typhi PhoP promoter GFP reporter, confirmatory (AID 1850); hit rate 0.33% among 310,000; Salmonella Typhi PhoP-promoter GFP reporter, fluorescence, 4 h; higher % means a stronger effect; one-dose inhibition, % at 50 µM; IC50 in µM for titrated hits; in the data active means a potency from the dose series; inconclusive means inhibition mostly from about 25% at the one dose, without a potency; inactive means the rest, 99 in 100 with inhibition below about 19%;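 further: 0% = induced wells with vehicle and 100% = uninduced wells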
inhibitors of VEEV 10K pilot screen: recorded beside inhibitors of VEEV, whose call it bears; inhibition, %; measured here: 10K pilot screen inhibition
Active calls of the source: *; i = inactive; u = inconclusive; x = no result given.

SMILES	M. tuberculosis	inhibitors of VEEV	H1N1 NS1A inhibition	M. tuberculosis HTS	Salmonella PhoP GFP	others
O=C(CCN=C1NS(=O)(=O)c2ccccc21)OCC(=O)c1ccccc1Cl	3%	5.6%	-1%	8%	6%
CCc1ccc(C2CC(=O)N(c3ccc(F)cc3)C3=C2C(=O)OC3)cc1 (configuration not stated)	23%	0.4%	10%	-1%	-9%
CCCC(=O)O[C@H]1C[C@@H](C)N(C(=O)c2ccccc2)c2ccc(C)cc21	-5%	0.9%	-5%	1%	-5%
O=C(O)c1ccc(NC2=Nc3cccc4cccc2c34)cc1	x	i	-11%	x	x
O=C(CCSc1ccccc1)Nc1ccccc1C(=O)N1CCCC1	16%	i	4%	4%	-1%
N#Cc1ccc(NC(=O)Nc2cccc(C#N)c2)cc1	55%	0.6%	4%	6%	31%
C=CCNC(=O)c1ccc(CN2CCC(Cc3ccccc3)CC2)cc1	-8%	1.6%	2%	1%	-7%
Cc1nc2scc(C)n2c(=O)c1S(=O)(=O)NCCc1ccccc1	1%	2.5%	5%	2%	0%
COc1ccc2c(c1)c(=O)c(C(=O)c1ccc(C)cc1)cn2CC(=O)Nc1ccc(F)cc1	x	1.8%	26%	-12%	-5%
COC(=O)CSc1nc2ccccc2o1	76%	0.4%	6%	20%	9%
O=C(COC(=O)c1ccc(Cl)c(S(=O)(=O)N2CCN(c3ccc(F)cc3)CC2)c1)Nc1cccc(Cl)c1	8%	0.5%	-2%	0%	4%
Oc1ccccc1C=NC1=NN(c2cccc(C(F)(F)F)c2)CC1	56%	3.5%	6%	96%	2%
O=C(NCc1ccccc1)C1CCN(S(=O)(=O)c2cc([N+](=O)[O-])ccc2Cl)CC1	-5%	i	5%	5%	-8%
Cc1c(NC(=O)Cn2[nH]c(=O)c3ccccc3c2=O)c(=O)n(-c2ccccc2)n1C	-8%	2.6%	-13%	-7%	2%
CCCCCCNC(=O)CCc1nc2cccnc2n1Cc1ccc(OC)cc1	7%	i	-1%	-4%	8%
CC(=O)OC1CC2(C)/C(=N\O)CCC2C2CCc3cc(O)ccc3C12 (configuration not stated)	1%	2.7%	-25%	6%	0%
CCCC(=O)Nc1cc(=O)[nH]c2ncnn12	3%	0.1%	-18%	0%	1%
CCOC(=O)C1CCN(C(=O)c2ccccc2NS(=O)(=O)c2ccc(F)c(F)c2)CC1	-12%	1.2%	3%	-3%	-7%
Cc1ccc(NC(=S)NCc2cccs2)cc1	u	1.0%	1%	1%	29%
COc1ccc(NC(=O)CSCC(=O)N=c2sccn2C)cc1	-1%	0.8%	-5%	-12%	-4%
CCN(CC)CCCN(C(=O)c1cccs1)c1nc(-c2ccc(OC)cc2)cs1	49%	2.6%	6%	3%	4%
CCCCN(C(=O)CSc1nnc(-c2ccccc2OC)n1C)c1c(N)n(Cc2ccccc2)c(=O)[nH]c1=O	28%	i	10%	-1%	-5%
O=c1cc(-c2ccc(O)c(O)c2)oc2cc(O)c(C3OC(CO)C(O)C(O)C3O)c(O)c12 (configuration not stated)	-6%	1.3%	-4%	-11%	7%
Cc1ccccc1NC(=O)Cc1nnc(SCC(=O)N2CCOCC2)n1C	-6%	3.4%	-7%	-4%	1%
CCOc1ccc(C(CC(=O)O)NC(=O)COc2ccccc2)cc1OC (configuration not stated)	-9%	0.1%	5%	-6%	-1%
COc1ccc(-c2sc(NC(=O)c3ccc(C)cc3)nc2-c2ccc([N+](=O)[O-])cc2)cc1	-10%	i	-10%	-1%	3%
COc1cc(/C=N/n2cnnc2)ccc1OCCSc1ccc(C)cc1	-1%	0.1%	0%	5%	2%	inhibitors of VEEV 10K pilot screen=0.4
CCOc1ccc(NC(=O)CN2CCN(CC(=O)c3ccc(OC)c(OC)c3)CC2)cc1	19%	0.7%	1%	0%	1%
Cc1ccc(NC2CCCN(C(=O)C3CCCCC3)C2)cc1C (configuration not stated)	32%	4.0%	-6%	11%	5%
CC(C)OCCCn1c(=S)[nH]c2ccc(N3CCOCC3)cc2c1=O	32%	2.5%	-3%	1%	-7%
CC(C(=O)Nc1cccnc1)N1C(=O)C2C3C=CC(C3)C2C1=O (configuration not stated)	9%	4.5%	-7%	-4%	-9%
CCn1cc(C(=O)NCc2ccc3c(c2)OCO3)c(=O)c2cc(S(=O)(=O)N(C)C)ccc21	-2%	1.7%	1%	0%	-11%
CC(C)c1ccc(C2C3=C(COC3=O)Nc3cc4c(cc32)OCO4)cc1 (configuration not stated)	18%	u	-4%	7%	13%
O=C(Cc1ccc(F)cc1)N1CCC(CC2CC(c3ccc(Cl)cc3)=NO2)(C(=O)NCC2CCCCC2)CC1 (configuration not stated)	21%	4.8%	5%	40%	7%
O=C(CSc1ccccc1Cl)N1CCC(c2nc3ccccc3s2)CC1	68%	3.3%	-3%	u	-1%
COc1ccc(/C=C(\C#N)c2n[nH]c(Cn3cncn3)n2)cc1	14%	1.5%	x	4%	2%
Cc1[nH]n(-c2ccccc2)c(=O)c1C=Nc1cccc2cccnc12	x	0.7%	6%	u	-7%
O=C(NCc1ccc(F)cc1)C1(S(=O)(=O)c2ccc(Cl)cc2)CC1	-6%	i	8%	0%	8%
CC1CCN(C(=O)C2CCN(C(=O)c3ccc(C(C)(C)C)cc3)CC2)CC1	8%	0.9%	8%	-4%	10%
COc1ccc(CCN2C(=O)CC(N3CCN(S(=O)(=O)c4ccccc4)CC3)C2=O)cc1OC (configuration not stated)	x	1.7%	-18%	-5%	-2%
CCOC(=O)c1sc(NC(=O)c2c(OC)cccc2OC)nc1C	-1%	11%	5%	-1%	-2%
CCCCn1c(N2CCC(Cc3ccccc3)CC2)nc2c1c(=O)[nH]c(=O)n2C	44%	1.2%	-10%	u	10%
O=C(CNC(=O)c1ccc(F)cc1)N/N=C/c1cn[nH]c1-c1ccccc1	23%	0.5%	4%	4%	-10%
COc1ccc(OC)c(NC(=O)c2ccc3nc(-c4ccccc4)c(-c4ccccc4)nc3c2)c1	29%	x	x	-28%	-7%
O=C(Nc1cccc(S(=O)(=O)N2CCOCC2)c1)c1cc(=O)[nH]c2ccccc12	-12%	3.7%	-1%	-2%	x
O=C(NC(c1ccccc1)C(Cl)Cl)c1ccccc1 (configuration not stated)	76%	1.3%	0%	2%	7%
C=CCSc1nc(C)c(CC=C)c(=O)[nH]1	7%	1.0%	-3%	-2%	-10%
CC(=O)N/C(=C\c1ccccc1)C(=O)NCc1ccc2c(c1)OCO2	39%	i	-6%	-1%	0%
O=C(O)COc1ccccc1/C=C1\SC(=O)N(Cc2ccc(F)cc2)C1=O	-5%	3.1%	2%	-12%	-16%
COc1ccc(OC)c(/C=N/Nc2nncn2/N=C/c2cc(OC)ccc2OC)c1	13%	11%	-4%	-1%	-5%
O=C(CNC(=O)c1cccc(Br)c1)NCCc1nc2ccccc2[nH]1	-1%	2.7%	4%	5%	1%
CN(C=O)c1cc([N+](=O)[O-])ccc1OCc1ccccc1	x	i	-7%	x	x
CN(C)Cc1ccccc1C(O)(c1ccccc1)c1ccccc1	28%	0.5%	-2%	9%	-6%
Cc1ccn(CCC(=O)N2CCCC(CCC(=O)NCc3ccc(F)c(F)c3)C2)n1 (configuration not stated)	7%	i	2%	6%	-6%
CC(C)c1ccc2oc(=O)cc(CN3CCN(c4ccc(F)cc4)CC3)c2c1	55%	2.1%	1%	6%	24%
Cc1cccc(OCC(=O)Nc2cccc(C(=O)NCC(C)C)c2)c1	4%	0.1%	-2%	-4%	-7%
N=c1c(C(=O)NCc2ccc(F)cc2)cc2c(=O)n3ccccc3nc2n1Cc1ccco1	39%	10%	1%	u	2%
Cc1nn(C)cc1S(=O)(=O)N1CCN(c2ccccc2)CC1	7%	1.4%	-2%	6%	8%
O=C(NCc1cccs1)c1ccc([N+](=O)[O-])cc1Cl	6%	i	-5%	11%	-14%
CCN(CCNC(=O)C1CCCN(Cc2nc(-c3ccc(OC)cc3)oc2C)C1)c1ccccc1 (configuration not stated)	61%	i	11%	u	5%

Among those listed so far, these contain a Cl atom:
SMILES	M. tuberculosis	inhibitors of VEEV	H1N1 NS1A inhibition	M. tuberculosis HTS	Salmonella PhoP GFP	others
O=C(CCN=C1NS(=O)(=O)c2ccccc21)OCC(=O)c1ccccc1Cl	3%	5.6%	-1%	8%	6%
O=C(COC(=O)c1ccc(Cl)c(S(=O)(=O)N2CCN(c3ccc(F)cc3)CC2)c1)Nc1cccc(Cl)c1	8%	0.5%	-2%	0%	4%
O=C(NCc1ccccc1)C1CCN(S(=O)(=O)c2cc([N+](=O)[O-])ccc2Cl)CC1	-5%	i	5%	5%	-8%
O=C(Cc1ccc(F)cc1)N1CCC(CC2CC(c3ccc(Cl)cc3)=NO2)(C(=O)NCC2CCCCC2)CC1 (configuration not stated)	21%	4.8%	5%	40%	7%
O=C(CSc1ccccc1Cl)N1CCC(c2nc3ccccc3s2)CC1	68%	3.3%	-3%	u	-1%
O=C(NCc1ccc(F)cc1)C1(S(=O)(=O)c2ccc(Cl)cc2)CC1	-6%	i	8%	0%	8%
O=C(NC(c1ccccc1)C(Cl)Cl)c1ccccc1 (configuration not stated)	76%	1.3%	0%	2%	7%
O=C(NCc1cccs1)c1ccc([N+](=O)[O-])cc1Cl	6%	i	-5%	11%	-14%

Next part:
SMILES	M. tuberculosis	inhibitors of VEEV	H1N1 NS1A inhibition	M. tuberculosis HTS	Salmonella PhoP GFP	others
Cc1ccc(Cl)cc1NC(=O)CON=C(N)c1ccccc1	x	0.3%	6%	x	x
Cc1ccc(Nc2nnc(SCC(=O)Nc3ncc(C(F)(F)F)cc3Cl)s2)cc1	-1%	0.3%	7%	-5%	-2%
CN(CC(=O)NCc1ccc(F)cc1)S(=O)(=O)c1ccc2c(c1)n(C)c(=O)c(=O)n2C	31%	0.1%	-8%	-10%	-6%
C[C@]1(OC(=O)/C=C/c2ccccc2)C[C@@H](O)[C@]2(O)C=CO[C@@H](O[C@@H]3O[C@H](CO)[C@@H](O)[C@H](O)[C@H]3O)[C@@H]21	-4%	i	-2%	-1%	36%
Cn1c(SCc2ccccc2F)nnc1-c1cnccn1	67%	2.3%	-17%	2%	-18%
CCOC(=O)N1CCN(Cc2nc3cc(NC(=O)CC)ccc3n2C)CC1	-16%	i	-2%	5%	7%
COc1ccc(S(=O)(=O)NCC(c2cccnc2)N2CCN(c3ccc(F)cc3)CC2)cc1C (configuration not stated)	x	0.5%	12%	x	x
Nc1ccc(C(=O)OCC(=O)NC2CCCc3ccccc32)cc1[N+](=O)[O-] (configuration not stated)	-4%	i	1%	4%	2%
CSCC(C)N1CCC(n2nccc2NC(=O)CCOc2ccccc2)CC1 (configuration not stated)	-9%	0.7%	-1%	-7%	-2%
O=C1CC2(CCN(C(=O)c3ccccc3F)CC2)Oc2ccccc21	-5%	0.5%	-6%	1%	2%
Cc1ccc(-c2cc(C(=O)N3CCCCC3)c3ccccc3n2)cc1C	20%	7.1%	-6%	18%	-12%
COC(=O)c1c(NC(=O)CN2CCN(C(=O)c3ccco3)CC2)c2cc(C)ccc2n1C	15%	7.1%	8%	-13%	-3%
N/C(=N\OC(=O)c1ccccc1Cl)c1cccnc1	7%	4.0%	2%	1%	0%
CCN(C(=O)CSc1nnc(-c2ccc(C)cc2)n1N)c1c(N)n(Cc2ccccc2)c(=O)[nH]c1=O	x	0.8%	-10%	x	x
Cn1c(NC(=O)c2ccc(S(=O)(=O)N3CCOCC3)cc2)cc(=O)n(C)c1=O	-7%	0.2%	-1%	-19%	-5%
CCOc1ccc(-c2cc(C(=O)O)c3ccccc3n2)c(OCC)c1	-13%	3.5%	-6%	0%	1%
CCOc1ccccc1N1C(=O)CC(Sc2ncccc2C(=O)O)C1=O (configuration not stated)	21%	i	-6%	0%	-9%
CCOC(=O)N1CCC(N(CCN(C)C)C(=S)Nc2cc(Cl)cc(Cl)c2)CC1	76%	1.2%	-6%	5%	7%
Cc1nc(-c2ccccc2)sc1-c1ccnn1C	8%	1.0%	-11%	-5%	-8%
COc1ccc(-c2cc(OC)c3c(C)oc(C)c3c(=O)c2)cc1OC	18%	6.2%	6%	-3%	-11%
O=C(COC(=O)c1ccc2[nH]c3c(c2c1)CCCC3)Nc1ccccc1Cl	4%	2.1%	6%	5%	2%
COCCCNc1c2c(nc3nnnn13)CCCC2	-7%	i	-2%	-4%	24%
CCCOc1ccc(C2C(C(=O)c3ccc(C)o3)=C(O)C(=O)N2CCCn2ccnc2)cc1 (configuration not stated)	52%	4.2%	3%	-8%	25%	inhibitors of VEEV 10K pilot screen=0.7
